Screening data from PubChem BioAssay.
SRC3 TRFRET art: TR-FRET detection interference compounds, artefact control for PPARgamma SRC-3 recruitment agonists, biochemical, TR-FRET ratio. AID 1048, 2008. actives 0.39% (n = 99,000). TR-FRET ratio at 8 µM. TR-FRET artefact counter-screen, PPARgamma/SRC-3 format; hits give high values; in the data active means TR-FRET ratio above about 2000; further: inactives centre near 1600
SRC1 TRFRET art: TR-FRET detection interference compounds, primary screen, artefact control for PPARgamma SRC-1 recruitment agonists, biochemical, TR-FRET emission ratio | TR-FRET detection artefact counter-screen; hits give high values | TR-FRET ratio at 8 µM | AID 1051, 2008 | actives 0.34% (n = 99,000); in the data active means TR-FRET ratio above about 2300; further: inactives centre near 1800
Active calls of the source: *.

SMILES	SRC3 TRFRET art	SRC1 TRFRET art
O=C(/C=C/Nc1ccc(Cc2ccc(N/C=C/C(=O)C(F)(F)F)cc2)cc1)C(F)(F)F	1765	1776
C=CCN1C(=O)C(CC(=O)O)SC1=Nc1ccc(C(=O)O)cc1 (stereo not drawn)	1562	1728
Cc1ccc(-c2nnnn2C2C/C(=N\NC(N)=S)C3OCC2O3)cc1 (stereo not drawn)	1478	1551
CN(Cc1nc2ccccc2[nH]1)Cc1nc(CC2CC2)no1	1672	1847
O=C(NC1CC1)C1=C[C@H](c2ccccc2)C[C@H](OCc2ccc(CO)cc2)O1	1677	1613
Cc1ccc(CSCc2ccc(C(=O)NC3CCCC3)o2)cc1	1493	1846
CCN(CC)S(=O)(=O)c1ccc(/C=C/C(=O)OCC(=O)c2c(N)n(C)c(=O)n(C)c2=O)cc1	1467	1858
O=C(Nc1ccc2c(c1)OCO2)c1cccc2c1C(=O)N(C1CCCCC1)C2	1456	1822
Cc1ccc(S(=O)(=O)N2CCOCC2)cc1NC(=O)COc1ccc(-c2nnco2)cc1	1537	2003
CC1CCN(CCCNC(=O)c2cn(C)c3ccc(S(=O)(=O)N4CCCC4)cc3c2=O)CC1	1529	1774

Pulled by compound from the list above (3):
SMILES	SRC3 TRFRET art	SRC1 TRFRET art
O=C(NC1CC1)C1=C[C@H](c2ccccc2)C[C@H](OCc2ccc(CO)cc2)O1	1677	1613
O=C(/C=C/Nc1ccc(Cc2ccc(N/C=C/C(=O)C(F)(F)F)cc2)cc1)C(F)(F)F	1765	1776
Cc1ccc(CSCc2ccc(C(=O)NC3CCCC3)o2)cc1	1493	1846

Following part
SMILES	SRC3 TRFRET art	SRC1 TRFRET art
Cc1ccc(N=Cc2ccc(N(C)C)cc2)cc1C	1619	1828
NC(=O)Cn1cnc(-c2ccccc2)c1	1519	1645
COc1ccc(CNC(=O)CSc2nnc(C)s2)cc1	1553	1864
CCC1CCCCN1CCCNC(=O)c1ccc(N2CCOCC2)c(NS(=O)(=O)c2ccc(OC)cc2)c1 (stereo not drawn)	1532	1550
O=C(CCNc1cccc(F)c1)c1cccc([N+](=O)[O-])c1	1459	1907
S=C(NCc1ccc2[nH]c3c(c2c1)CCCC3)Nc1ccccc1	1907	1647
COc1cc(/C=N\Nc2cc(=O)n(C)c(=O)n2C)ccc1O	1701	1803
COc1ccc(NC(=O)N/C=C/c2ccc(Cl)cc2)cc1	1622	1674
CC1(NC(=S)NCCO)CCS(=O)(=O)C1 (stereo not drawn)	1557	1698
COc1ccc(/C=C2\SC(=O)N(CCNC(=O)CCS(=O)(=O)c3ccc(C)cc3)C2=O)cc1	1623	1537

Three structures out of the list, arranged by count of non-hydrogen atoms, rising.
SMILES	SRC3 TRFRET art	SRC1 TRFRET art
NC(=O)Cn1cnc(-c2ccccc2)c1	1519	1645
Cc1ccc(N=Cc2ccc(N(C)C)cc2)cc1C	1619	1828
O=C(CCNc1cccc(F)c1)c1cccc([N+](=O)[O-])c1	1459	1907

Further results.
SMILES	SRC3 TRFRET art	SRC1 TRFRET art
CN(C)/C=N/C1=C(C#N)C(c2cccs2)c2ccc3ccccc3c2O1 (stereo not drawn)	1664	1631
COC(=O)c1cccc(Nc2ccc([N+](=O)[O-])cn2)c1	1685	1737
Cc1ccc(C)c(Cn2nnc3c(=O)[nH]c(C(=O)Nc4ccc(F)cc4)nc32)c1	1694	1787
CN(c1ccc(OCC(=O)OCC(=O)c2c(N)n(C)c(=O)n(C)c2=O)cc1)S(=O)(=O)c1ccc2ccccc2c1	1737	1927
O=C(CNC(=O)c1ccco1)OCC(=O)c1ccc(Cl)cc1Cl	1694	1743
O=C(NC(=S)N1CCc2ccccc21)c1ccc(Br)o1	1664	1716
CCCc1nnc(SCC(=O)N(CC)CC)n1CC1CCCO1 (stereo not drawn)	1522	1833
N=C(c1ccc([N+](=O)[O-])cc1)N1CCCCC1	1447	1604
COc1ccc(C(C)=O)cc1COC(=O)c1cc(C)nc2ccccc12	1731	2043
COc1ccc(OC)c(CN2CCN(c3ccccc3OC)CC2)c1	1691	1612

Structural class, the entries above with fluorine.
SMILES	SRC3 TRFRET art	SRC1 TRFRET art
O=C(/C=C/Nc1ccc(Cc2ccc(N/C=C/C(=O)C(F)(F)F)cc2)cc1)C(F)(F)F	1765	1776
O=C(CCNc1cccc(F)c1)c1cccc([N+](=O)[O-])c1	1459	1907
Cc1ccc(C)c(Cn2nnc3c(=O)[nH]c(C(=O)Nc4ccc(F)cc4)nc32)c1	1694	1787

Remaining list, next part:
SMILES	SRC3 TRFRET art	SRC1 TRFRET art
CC(C)Nc1ncnc2c1cnn2-c1ccc(Cl)cc1	1444	1917
CCSc1nnc(-c2ccccc2N=Cc2c(C)[nH]n(-c3ccccc3)c2=O)c(=O)[nH]1	1329	1965
Cc1cc(C)n(Cc2cnc(N3CCOCC3)s2)n1	1366	1700
O=c1[nH]n(-c2ccccc2)c(=O)c2ccccc12	1715	1771
CCc1nc2ccccc2n1Cc1ccc(F)cc1	1626	1865
COc1ccc(CCC(=O)OCC(=O)c2ccc(C)cc2)cc1	1714	1606
COc1cc(C)c(S(=O)(=O)N2CCN=C2c2ccccc2)cc1C	1361	1916
Cc1ccc(C)c(NC(NC(=O)c2ccccn2)C(Cl)(Cl)Cl)c1 (stereo not drawn)	1623	1751
CSc1ccccc1NC(=O)CN(C)CC(=O)Nc1cccc(Br)c1	1572	1920
COc1cccc(CC(=O)Nc2nc3c(s2)C(=O)CC(C)(C)C3)c1	1626	1969
COc1ccc(S(=O)(=O)N2CC=C(C(=O)Nc3ccc(NC(C)=O)cc3)CC2)cc1	1496	1580
CCCOc1ccc(CNCCCOCC)cc1OC	1489	1975
O=C(NC(=S)Nc1cccc(CO)c1)c1ccc(-c2ccccc2)cc1	1630	2141
COc1ccccc1N(C)S(=O)(=O)c1ccc(C(=O)OCC(=O)NCC(F)(F)F)cc1	1479	1827
O=C(C[n+]1cccc(CNC(=O)c2ccc(OC(F)F)cc2)c1)Nc1ccc(F)cc1	1331	1560
Cc1cc(NC(=O)c2ccccc2F)nc2c1c(=O)oc1ccccc12	1509	1828
Cc1ccc(S(=O)(=O)/N=S(\C)C(C)C)cc1 (stereo not drawn)	1337	1586
Cc1cccc(C(=O)NC2C(=O)NNC2c2ccc(Cl)cc2)c1 (stereo not drawn)	1474	1655
CCn1nc(C)c(Br)c1Nc1ccc(Br)cc1	1441	1892
CCOC(=O)NC(=O)COC(=O)c1ccc(O)cc1	1640	1982
CN(c1ccc(C(=O)O)cc1)S(=O)(=O)c1ccccc1	1438	1882
CC[n+]1ccccc1/C=C/Nc1ccccc1	1458	1490
S=c1[nH]nc(CN2CCCCC2)n1-c1ccc(Cl)cc1	1585	1497
COc1ccc(-n2cnc3cc([N+](=O)[O-])ccc32)cc1	1562	1543
CCCCCCn1c(=O)[nH]c2nc3cc(N)c(C)cc3nc2c1=O	1443	1598
O=C(NC(=S)Nc1ccc(S(=O)(=O)N2CCCCCC2)cc1)c1cccs1	1738	1531
Cc1ccc(-c2cc(C(=O)N/N=C/c3c[nH]c4ccccc34)[nH]n2)cc1	1592	1705
Cc1cccc(C)c1-n1c(SCC(=O)Nc2ccc(C(=O)O)cc2)nnc1-c1cccc(S(=O)(=O)N(C)C)c1	1447	2010
COc1cc([N+](=O)[O-])cc2cc(C(=O)NC(C)(C)C)c(=O)oc12	1566	1687
CCCC(=O)NCCc1cc(OC)c(OC)cc1Br	1761	1788
C=CCC1NCCc2c(Br)cccc21 (stereo not drawn)	1473	1872
C=CCOc1c(Br)cc(CNn2cn[nH]c2=S)cc1OC	1537	1749
COc1cccc(C(=O)C2CCCN(Cc3cn(CC(N)=O)c4ccccc34)C2)c1 (stereo not drawn)	1670	1802
Cc1ccc2c(C)cc(=S)[nH]c2c1	1659	1776
Cc1ccc(SCCC(=O)Nc2ccc(Br)c(C)c2)cc1	1495	1957
CCOC(=O)N/N=C(C)/C=C/c1ccccc1	1764	1861
CC(=O)c1ccc(OCC(=O)Nc2ccc3nc(C)sc3c2)cc1	1494	1567
CCCCNc1nc(C)c(C(C)=O)cc1C#N	1469	1577
COc1ccc2c(CC(=O)OCC(=O)Nc3cc(C)c(C)cc3[N+](=O)[O-])coc2c1	1668	1863
COc1cccc(C(=O)Nc2ccc(C(=O)NCC(C)C)cc2)c1	1577	1753
CC1(C(=O)N(Cc2ccccc2)Cc2ccccc2)CC1(Br)Br (stereo not drawn)	1477	1972
Cc1ccc(Cl)cc1NC(=O)COC(=O)c1ccc(COc2ccc3c(C)cc(=O)oc3c2)cc1	1691	2027
COc1ccccc1NS(=O)(=O)c1ccc2oc(SCc3ccc(F)cc3)nc2c1	1651	1728
O=C(Cn1cncc1-c1ccc([N+](=O)[O-])cc1)Nc1ccccc1F	1694	1917
O=C(CNC(=O)c1ccccc1F)N/N=C/c1cn[nH]c1-c1ccccc1	1530	2032
S=C(NCc1cccnc1)Nc1ccc(Cl)cc1Cl	1625	1817
O=C(NCc1cccnc1)C(=O)NCC(c1ccco1)N1CCOCC1 (stereo not drawn)	1585	1679
C#CCOCCOCCOCCNc1nc(N2CCN(C(=O)[C@H]([C@@H](C)O)n3cc(CCCCN)nn3)CC2)nc(N2CCN(C(=O)[C@H](Cc3ccc(O)cc3)n3cc(CCO)nn3)CC2)n1	1526	1783
COc1ccc(CC(=O)NCc2n[nH]c(=S)n2C)cc1	1541	1811
O=C(Nn1cnnc1)c1ccc(Br)s1	1530	1705
Next part
SMILES	SRC3 TRFRET art	SRC1 TRFRET art
Cc1ccc(NC(=O)COC(=O)c2ccc3c(c2)OCCO3)cc1S(=O)(=O)N1CCOCC1	1519	1603
Cc1cccc(Nc2nc(N3CCN(C)CC3)nc(N)c2[N+](=O)[O-])c1	1894	2253
Fc1ccc(NC(=S)N2CCN(C/C=C/c3ccccc3)CC2)c(F)c1	1434	1528
COCc1[nH]nc2c1C1(CCC3(CC1)OCCO3)C(C#N)=C(N)O2	1560	1768
O=C(CCN1C(=O)/C(=C/c2cccs2)SC1=S)NNC(=O)c1cccc(O)c1	1622	1834
CCOC(=O)CC(=O)Nc1cc(Cl)ccc1O	1426	2015
O=C(Nc1nc2ccc(SC(F)F)cc2s1)c1ccc2c(c1)S(=O)(=O)c1ccccc1C2=O	1584	1852
O=[N+]([O-])c1ccc(-c2nnc(-c3ccccc3)c(NCCCO)n2)cc1	1731	1804
CCOC(=O)c1cc(=O)[nH]c2ccccc12	1594	1841
COc1ccc(Sc2nc(-c3ccccc3)ncc2C(=O)O)cc1	1303	1779

Single entries from above:
For SRC1 TRFRET art, Cc1ccc(C)c(NC(NC(=O)c2ccccn2)C(Cl)(Cl)Cl)c1 (stereo not drawn) has 1751
For SRC1 TRFRET art, COC(=O)c1cccc(Nc2ccc([N+](=O)[O-])cn2)c1 has 1737
For SRC1 TRFRET art, S=C(NCc1cccnc1)Nc1ccc(Cl)cc1Cl has 1817
For SRC1 TRFRET art, COc1ccc(Sc2nc(-c3ccccc3)ncc2C(=O)O)cc1 has 1779

New compounds follow.
SMILES	SRC3 TRFRET art	SRC1 TRFRET art
Cc1cccc(OCC(=O)Nc2ccccc2C(=O)N2CCOCC2)c1	1617	1796
COc1ccc(CCNC(=O)COC(=O)CCC(=O)c2ccc(F)cc2)cc1	1577	1844
CCc1nc2cc([N+](=O)[O-])c([N+](=O)[O-])cc2[nH]1	1508	1622
C=CCSc1nnc(NC(=O)c2cccc(S(=O)(=O)N(C)c3ccccc3)c2)s1	1619	1908
CCC(C)NC(=O)CSc1n[nH]c(-c2cc(Cl)ccc2OC)n1 (stereo not drawn)	1430	1849
O=C(COc1ccc(Cl)cc1)Nc1nnc(C2=COCCO2)o1	1663	2029
CCOC(=O)c1oc2nc3c(cc2c1N)COC(C)(C)C3	1518	1878
CCOC(=O)c1c(NC(NC(=O)C(C)C)C(Cl)(Cl)Cl)sc2c1CCC2 (stereo not drawn)	1597	1658
CC1CCCN(C(=O)c2cccc(S(=O)(=O)Nc3cc(C(F)(F)F)ccc3Cl)c2)C1 (stereo not drawn)	1795	1764
CCOc1ccccc1NC(=S)N(Cc1cc2ccc(C)cc2[nH]c1=O)CC1CCCN1CC (stereo not drawn)	1648	1711
Nc1c(C(=O)c2ccc(Cl)cc2)oc2ccccc12	1746	1886
CCn1c(SCC(=O)OC(C)C)nnc1-c1ccccc1OC	1613	1592
Cc1cccc(OCC(=O)N/N=C/c2ccccc2C(=O)O)c1	1609	1907
CCOc1ccc([N+](=O)[O-])c(N)c1	1283	1704
CCOC(=O)N1CCN(CCC(=O)Nc2cc([N+](=O)[O-])ccc2OC)CC1	1631	1420
CCO[C@@H]1OC(C(=O)N2CCN(C)CC2)=C[C@H](C2CCCCC2)[C@H]1CCCO	1546	1833
Cc1csc(C(=O)O)c1NC(=O)c1cccc([N+](=O)[O-])c1	1444	1834
CC(C)CNC(=O)CSc1nc2scc(-c3ccccc3)c2c(=O)[nH]1	1817	1929
CC(=O)c1cnc(Nc2ccc(C)cc2)s1	1694	1735
COc1cccc(NC(=O)c2ccc3c(SCC(=O)O)c4c(nc3c2)CCCC4)c1	1351	1652
Cc1ccc(OCC(=O)NCCc2nc3ccccc3[nH]2)c(C)c1	1368	1713
COC(=O)C1=C(C)N(CCc2ccccc2)C(=O)/C1=C\c1ccco1	1593	1782
CC1(C)CC(=O)CC2(C1)NCC(c1ccccc1Cl)c1c2[nH]c2ccccc12 (stereo not drawn)	1463	1685
CCc1ccc(N(C(=O)c2csnn2)C(C(=O)NC(C)(C)C)c2cccnc2)cc1 (stereo not drawn)	1691	1763
Cc1ccc(-c2nc(=S)c3c(n2Cc2ccco2)CCCC3)cc1	1681	1830
N#C/C(=N\Nc1ccccc1)C(=N)N1CCOCC1	1648	1944
COc1cccc(C2C3=C(N=c4s/c(=C\c5ccc(O)cc5)c(=O)n42)c2ccccc2CC3)c1OC (stereo not drawn)	1660	1677
COc1ccc2c(c1)c(=O)oc1cc(O)ccc12	1675	1714
O=C(/C=C/c1ccc(Cl)c([N+](=O)[O-])c1)c1cccnc1	1783	2017
COCCn1c(=O)[nH]c2cc(C(=O)NC3CCCCCC3)ccc2c1=O	1610	1777
Fc1cccc(NC(=S)Nc2cccnc2)c1	1512	1864
COc1ccccc1C/C(N)=N/O	1530	1811

Some of the compounds tested; the hit share may differ from the screen's.
